# TRPC4 act = activators of mouse TRPC4 channel, primary screen, Fluo4 calcium, HEK293 TRPC4beta/mu-opioid cells; 310,000 tested, 0.49% active; B-score at 10 µM; Fluo4 calcium fluorescence; stronger effect = higher value; AID 2237, 2010;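 active = B-score above 5 SD of library B-scores, and initial fluorescence ratio not above library mean plus 5 SD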;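 note: positive B-score marks a calcium rise read as TRPC4 activation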
#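 Assay system: HEK293 stable line with TRPC4beta plus mu-opioid receptor; schedule: 45 min room-temperature Fluo4 loading, 110 s read; technique: kinetic Fluo4 calcium fluorescence; evaluation: integrated baseline-normalised fluorescence ratio, converted to per-well B score; controls: buffer (low) and maximal DAMGO (high)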
# TRPC4 inh = inhibitors of mouse TRPC4 channel, primary screen, Fluo4 calcium, HEK293 TRPC4beta/mu-opioid cells. Short transient receptor potential channel 4 (Mus musculus), Q9QUQ5. DAMGO-evoked Fluo4 calcium flux; stronger effect = lower value. B-score at 10 µM. 300,000 tested, 0.39% active;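 active = B-score over 3 SD under the library average, no early fluorescence shift, positive overall ratio signal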
#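 Test system – stable TRPC4beta/mu-opioid receptor HEK293 cells · Probe or stimulus – DAMGO, a submaximal dose followed by a maximal one · Dosing – one concentration per compound · Signal – Fluo4 calcium fluorescence by kinetic imaging, 5 s 1 Hz baseline · Evaluation – per-well B score of integrated baseline-normalized Fluo4 ratio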
# TRPC4 potent = positive allosteric modulators of TRPC4, primary screen, cell-based, mouse TRPC4beta, HEK293 mu-opioid, Fluo-4 calcium | AID 2227, 2009 | 310,000 tested, 0.42% active | DAMGO EC20, Fluo-4 Ca2+ flux; stronger effect = higher value | B-score at 10 µM | Short transient receptor potential channel 4 (Mus musculus), Q9QUQ5;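 active = B-score of calcium response area above 5 SD of library B-scores, with initial fluorescence ratio within 5 SD of library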;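 note: B-score of integrated fluorescence ratio over time as area under calcium response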
# SKKanGAS inh = S. pyogenes SKKanGAS growth inhibitors in kanamycin, primary screen, streptokinase expression inhibitor project, SKKanGAS strain, BacTiter-Glo luminescence | 300,000 tested, 1.3% active | inhibition, % at 7.5 µM | 6 h;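 active = mean replicate score, as percent of positive control median, at least 50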;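 note: strain carries kanamycin resistance gene driven by streptokinase promoter and grows in 40 µg/ml kanamycin; loss of luminescence reflects streptokinase promoter inhibition or plain growth inhibition; 0% = median of DMSO wells and 100% = positive control at its reference dose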
# KLF5 inh = KLF5 expression inhibitors, primary screen, DLD-1 cells, luminescence; 290,000 tested, 0.23% active; DLD-1 KLF5 promoter-luciferase reporter; inhibition, % at 5 µM;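 active = inhibition above a per-plate limit of that plate's mean compound inhibition plus 3 SD, cut at about 60% in these data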;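 note: 0% = DMSO wells and 100% = LY294002 at 200 µM; higher means less KLF5 promoter-driven luciferase light; inactives centre near -14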
# HIF activator = HIF pathway transcriptional activators, primary screen, cell-based, U2OS HRE-luciferase, luminescence. U2OS HRE-luciferase reporter; normalized: DMSO 0%, desferrioxamine 100%. activation, % at 7.5 µM (by protocol). 300,000 tested, 0.32% active. AID 1910, 2009;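 active = mean activation of at least 10% of the iron chelator positive control signal, with at least half of replicates also reaching 10%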
# aSyn UTR inh = MLPCN primary screen, SNCA 5' untranslated region. 300,000 tested, 0.82% active. inhibition, % (tested at 7.5 µM). alpha-synuclein 5'UTR reporter, inhibitor activity; in the data active = inhibition above about 60%;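 note: H4 neuroglioblastoma cells stably carrying SNCA 5'UTR luciferase fusion; 0% = DMSO wells and 100% = positive control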
# TRPC6 activator = mouse TRPC6 channel activators, primary screen, cell-based, HEK293, membrane potential dye; HEK293-TRPC6 membrane potential dye fluorescence; stronger effect = higher value; B-score at 10 µM; 310,000 tested, 0.13% active; Short transient receptor potential channel 6 (Mus musculus), Q61143;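 active = B-score of the integrated fluorescence ratio above library mean plus 3 SD, and starting fluorescence ratio within library mean plus 5 SD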;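 note: higher score means more depolarization so channel activation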
# IEC-6 tox = cytotoxicity in IEC-6 intestinal epithelial cells, primary screen, cytotoxicity control for KLF5 inhibitor project, cell-based, luminescence. AID 1825, 2009. 290,000 tested, 0.78% active. inhibition, % at 5 µM. IEC-6 cytotoxicity, luminescence viability; in the data active = inhibition above about 22%;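 note: 0% = plate median of test compound wells and 100% = cytotoxic reference compound wells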
# MrgX1 antag = antagonists of human MrgX1 receptor, primary screen, HEK293 cells, Fluo-4 calcium flux. BAM8-22 antagonism; stronger effect = lower value. AID 588676, 2011. 310,000 tested, 1.3% active. B-score at 10 µM;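 active = calcium-response B-score plate-corrected more than 3 library SD below zero, starting fluorescence within 5 deviations, no agonist response on first addition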;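 note: peak minus trough fluorescence over baseline after final BAM8-22 challenge near maximal dose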
# Target sequence (Q96LB2 whole entry, looked up): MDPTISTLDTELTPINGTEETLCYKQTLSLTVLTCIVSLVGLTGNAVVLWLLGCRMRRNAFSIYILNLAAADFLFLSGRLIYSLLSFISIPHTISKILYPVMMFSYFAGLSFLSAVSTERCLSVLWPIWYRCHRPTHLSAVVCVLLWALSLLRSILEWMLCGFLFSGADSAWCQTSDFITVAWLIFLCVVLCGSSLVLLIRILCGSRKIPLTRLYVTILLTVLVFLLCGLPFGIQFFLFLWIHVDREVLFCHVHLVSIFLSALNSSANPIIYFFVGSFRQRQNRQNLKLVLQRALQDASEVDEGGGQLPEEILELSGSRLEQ
# TRPC6 inh = mouse TRPC6 channel inhibitors, primary screen, cell-based, HEK293, membrane potential dye. Short transient receptor potential channel 6 (Mus musculus), Q61143. ACh-evoked depolarization; stronger effect = lower value. B-score at 10 µM. 310,000 tested, 1.1% active. AID 2553, 2010;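 active = B-score under library mean minus 3 SD, initial fluorescence not abnormally high, positive integrated signal ratio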;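 note: B-score derived from integrated fluorescence ratio over the kinetic read; more negative B-score means stronger inhibition of depolarization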
# * marks the source's active call; other numbers are inactive results; i = inactive; x = not tested or not shown.
SMILES,TRPC4 act,TRPC4 inh,TRPC4 potent,SKKanGAS inh,KLF5 inh,HIF activator,aSyn UTR inh,TRPC6 activator,IEC-6 tox,MrgX1 antag,TRPC6 inh
COc1ccc(OC(C)C(=O)Nc2ccc(F)cc2F)cc1 (stereo not drawn),i,i,i,1,-8,-0.4,3,i,4,i,i
CCOC(=O)N1CCC(n2c(SCC(=O)N3CCCC3)nc3ccccc3c2=O)CC1,i,i,i,5,21,-0.3,4,i,6,i,i
CC(C(=O)c1c[nH]c(C(N)=O)c1)c1ncc(C(F)(F)F)cc1Cl (stereo not drawn),i,i,i,0,6,0.0,-15,i,4,i,i
CC(C)(CNC(=O)CCC1CCCC1)CNC(=O)CCC1CCCC1,i,i,i,-2,12,-0.1,5,i,7,i,i
CC1Cc2cc(S(=O)(=O)NCCc3ccccc3)ccc2N1C(=O)C1CC1 (stereo not drawn),i,i,i,-1,-3,-0.2,1,i,4,i,i
Cn1c2ccccc2c2cc(/C=N/NC(=O)c3ccccc3F)ccc21,i,i,i,2,-6,2.0,-41,i,6,i,i
CC1CC(C)CN(C2CCCCC2NS(=O)(=O)c2ccc(Cl)cc2)C1 (stereo not drawn),i,i,i,-2,-10,0.4,32,i,6,i,i
O=C(Nc1ccc2c(c1)OCO2)N1CCN(C(=O)C2CCCO2)CC1 (stereo not drawn),i,i,i,6,-20,1.9,-7,i,5,i,i
O=C(CCN1CCN(c2ccccc2F)CC1)Nc1ccccc1Cl,i,i,i,-1,-46,-43,-10,i,-8,i,i
COc1cc(CCC(=O)OCC(=O)Nc2c(C)cc(C)cc2C)cc(OC)c1OC,i,i,i,1,-12,-0.3,-1,i,-3,i,i
CCOc1ccc(C(=O)Nc2ccc(N3CCN(C)CC3)cc2)cc1Br,i,i,i,-2,-28,1.6,-75,i,5,i,i
Nn1cc(-c2ccccc2)nc1SCC(=O)Nc1ccc2c(c1)OCO2,i,i,i,-5,14,0.3,-27,i,5,i,i
COc1ccc(CN(C)CC(=O)Nc2sc3c(c2C#N)CCC3)cc1OC,i,-6*,i,-4,-17,-0.3,14,i,-2,i,i
CN(C1=NS(=O)(=O)c2ccccc21)c1ccc(OC(=O)c2ccncc2)cc1,i,i,i,-8,15,0.0,10,i,-10,i,i
COC(=O)c1c(NC(=O)/C=C/c2ccc3c(c2)OCO3)sc(C)c1C,i,i,i,-9,1,-0.2,9,i,-3,i,i
CCOc1ccc(CNC(=O)CCC(=O)n2ncc3ccc(Cl)cc32)cc1,i,i,i,-5,-17,0.3,-7,i,-1,i,i
CCOC(=O)CSc1cccc2cccnc12,i,i,i,2,-5,-0.1,-36,i,-6,i,i
Cc1ccccc1NC(=O)C(C)c1ccc(-c2ccccc2)c(F)c1 (stereo not drawn),i,i,i,13,-17,-0.1,13,i,2,i,i
CCOC(=O)C1(Cc2ccccc2)CCN(Cc2cnc(N3CCOCC3)s2)CC1,i,i,i,-3,-18,0.0,-6,i,1,i,i
Cc1ccc(-n2nc(C(=O)O)cc2-c2ccc(Cl)cc2)cc1,i,i,i,-7,7,0.1,-9,i,7,i,i
O=C(NCCCCC(NC(=O)C1CCCCC1)C(=O)O)c1ccccc1 (stereo not drawn),i,i,i,0,-5,0.4,15,i,4,i,i
CCN(CC)CCNC(=O)CCCNC(=O)Cn1cnc2sc(C)c(C)c2c1=O,i,i,i,-2,-10,2.0,-3,i,4,-9.1*,i
COc1cccc(/C=N/NC(=O)c2cccc([N+](=O)[O-])c2)c1OS(=O)(=O)c1ccc(C)cc1,i,i,i,-5,-18,-0.2,-3,i,-1,i,i
CC1(C)OC(=O)N(c2ccccc2)C12C=Cc1cc(Br)ccc1O2 (stereo not drawn),i,i,i,19,-22,-0.3,16,i,-2,i,i
O=C(NCC1CCCO1)c1c(O)c2cccc3c2n(c1=O)CC3 (stereo not drawn),i,i,i,4,-11,0.0,-26,i,-2,i,i
COc1cc(S(=O)(=O)N(Cc2ccco2)C2CCCC2)ccc1-n1cnnn1,i,i,i,-3,9,-0.5,0,i,-6,i,i
CCC(C)(C)c1nnc(NC(=O)C2CCN(C(=O)c3ccco3)CC2)s1,i,i,i,22,-11,27*,-5,i,5,i,i
O=C(c1ccccc1)N1N=C(C(F)(F)F)CC1(O)c1ccc(F)cc1 (stereo not drawn),i,i,i,-15,-19,3.2,10,i,8,i,i
COC(=O)c1cc(OC)c(OC)cc1NC(=S)Nc1cccc(Cl)c1,i,i,i,-8,-17,0.1,19,i,2,i,i
O=C(/C=C/c1ccc(Cl)c(Cl)c1)NCc1ccco1,i,i,i,-16,-2,0.4,-8,i,2,i,i
COc1ccc(N2CC(O)=C(c3nc4ccccc4s3)C2=N)c(OC)c1,i,i,i,-2,3,-0.2,5,i,-3,i,i
CN(C)S(=O)(=O)N1CCN(S(=O)(=O)N2CCOCC2)CC1,i,i,i,-7,-24,-0.7,15,i,-1,i,i
Cc1ccc(C2(C)NC(=O)N(CC(=O)Nc3cc(S(=O)(=O)N4CCOCC4)ccc3C)C2=O)cc1 (stereo not drawn),i,i,i,-5,-8,-2.5,18,i,-8,i,i
COc1ccc(S(=O)(=O)N2CCCCC2)cc1NC(=O)CCc1nc2ccccc2c(=O)[nH]1,i,i,i,-6,x,-0.1,-3,i,x,i,i
CCOC(=O)C1CCN(Cc2nc(-c3ccc(OC)c(OC)c3)no2)CC1,i,i,i,2,-7,-0.2,9,i,-1,i,i
CCOC(=O)Cn1nnnc1C(C(C)C)N(Cc1cccs1)Cc1cc2cc(C)ccc2[nH]c1=O (stereo not drawn),i,i,i,29,-12,0.0,23,i,4,i,i
Cc1nn(C)cc1CNC(=O)/C=C/c1cnn(C)c1,i,i,i,-5,28,-0.1,17,i,-2,i,i
CCCCNC(=O)c1cn(CC(C)C)c(=O)c2c1c1ccccc1n2C,i,i,i,54*,-12,-24,-23,i,1,i,i
COc1ccc(CNC(=O)c2ccncc2)cc1,i,i,i,0,-13,-0.5,9,i,1,i,i
Cc1cc(C(=O)Cn2nc(C(=O)O)c3ccccc3c2=O)c(C)n1CCc1ccc(Cl)cc1,i,i,i,38,-19,0.5,-5,i,-2,i,i
CCOc1ccc2ccccc2c1/C=N/NC(=O)CC1(C)OCCCO1,i,i,i,-1,-25,-0.2,17,i,-1,i,i
CCc1nc(Nc2ccccc2OC)c2oc3ccccc3c2n1,i,i,i,-2,-1,-0.3,16,i,6,i,i
Cc1cc(C(=O)N/N=C/c2c(C)[nH]n(-c3ccccc3)c2=O)n[nH]1,i,i,i,13,-37,0.0,21,i,1,i,-7.9*
CC(NC(=O)C1CCCCC1)C(c1cccs1)N1CCOCC1 (stereo not drawn),i,i,i,-5,x,0.2,4,i,x,i,i
COc1ccc(-n2c(=O)c3ccccc3n(CC(=O)NC3CCCCC3)c2=O)c(OC)c1,i,i,i,3,3,0.2,-1,i,3,i,i
O=C(Nc1cccnc1Cl)c1cccs1,i,i,i,7,-15,0.6,-8,i,-11,i,-5.1*
CN(C)C(CNC(=O)c1ccc(S(=O)(=O)Nc2cccc(C(F)(F)F)c2)cc1)c1ccco1 (stereo not drawn),i,i,i,0,x,0.2,6,i,x,i,i
Cc1cc(C)nc(NC(=O)CSc2nn(-c3ccccc3)c(=S)s2)n1,i,i,i,-1,-7,0.4,0,i,0,i,i

# Whole records as entered above. Values in the order: TRPC4 act, TRPC4 inh, TRPC4 potent, SKKanGAS inh, KLF5 inh, HIF activator, aSyn UTR inh, TRPC6 activator, IEC-6 tox, MrgX1 antag, TRPC6 inh
# Cc1cc(C(=O)Cn2nc(C(=O)O)c3ccccc3c2=O)c(C)n1CCc1ccc(Cl)cc1 is listed with i, i, i, 38, -19, 0.5, -5, i, -2, i, i
# CCc1nc(Nc2ccccc2OC)c2oc3ccccc3c2n1 is listed with i, i, i, -2, -1, -0.3, 16, i, 6, i, i

# The results go on.
SMILES,TRPC4 act,TRPC4 inh,TRPC4 potent,SKKanGAS inh,KLF5 inh,HIF activator,aSyn UTR inh,TRPC6 activator,IEC-6 tox,MrgX1 antag,TRPC6 inh
COc1cc(NC(=O)c2cccc([N+](=O)[O-])c2C)ccc1NC(=O)c1ccco1,i,i,i,-2,-50,1.0,-37,i,-12,i,i
COc1ccc(NC(=O)/C(C#N)=C/c2c(C)nn(-c3ccc(F)cc3)c2Cl)cc1Cl,i,i,i,4,-13,x,-11,i,-1,i,i
O=[N+]([O-])c1cnccc1Nc1ccc(F)cc1,i,i,i,8,4,0.2,15,i,-6,i,i
NC(=O)C1CCN(C(=O)C2(NC(=O)Nc3cccc(F)c3)CCCCC2)CC1,i,i,i,1,10,0.1,-13,i,-7,i,i
Cc1ccc(C(=O)NC(=O)CSc2ncccc2C(=O)O)cc1,i,i,i,-1,-5,0.6,2,i,-4,i,i
O=C(Nc1ccccc1)c1cc(N2CCOCC2)nc2ccccc12,i,i,i,0,9,-0.7,22,i,2,i,i
CCOC(=O)C(Cc1ccccc1)NC(=O)Cn1nnc(-c2ccc(SC)cc2)n1 (stereo not drawn),i,i,i,8,-1,-0.4,-6,i,-6,-6.9*,i
CC(=O)C1=C(O)C(=O)N(c2ccc(Br)cn2)C1c1cccc([N+](=O)[O-])c1 (stereo not drawn),i,i,i,10,-25,1.1,-8,i,-4,i,i
CC(=O)Nc1ccc(S(=O)(=O)N(C)CC(=O)OCC(=O)N2CCCC2=O)cc1,i,i,i,-2,x,1.7,-7,i,x,i,i
CCO[C@@H]1OC(C(N)=O)=C[C@H](c2ccc3c(c2)OCO3)[C@H]1CCCO,i,i,i,1,-6,-2.2,9,i,0,i,i
COc1ccc(CN(C)C2CCN(C)CC2)cc1OC,i,i,i,3,-7,-0.6,3,i,10,i,i
O=C(CC(Nc1ccccc1)C(=O)O)c1ccccc1 (stereo not drawn),i,i,i,5,x,2.7,-124,i,x,i,i
CCCCNC(=O)C(=O)N/N=C/c1cccc(Br)c1,i,i,i,-5,4,0.5,22,i,3,i,i
CC(OC(=O)CCCOc1ccccc1)C(=O)NC(N)=O (stereo not drawn),i,i,i,4,-20,0.0,-3,i,-2,i,i
COc1cc(C=O)c(Br)cc1OCc1ccc(C)cc1,i,i,i,12,-21,1.0,-204,i,-1,i,i

# Source: PubChem BioAssay
